# D2 antag – HTS Assay for Allosteric Antagonists of the Human D2 Dopamine Receptor: Primary Screen for Antagonists | D(2) dopamine receptor (Homo sapiens), P14416 | HEK293 TREx D2 cells, calcium flux, dopamine EC80 | inhibition, % at 10 µM | 2% of 340,000 active | AID 485344, 2010; in the data active = inhibition above about 30%; note: 0% is about no effect
# Target sequence (P14416 whole entry, looked up): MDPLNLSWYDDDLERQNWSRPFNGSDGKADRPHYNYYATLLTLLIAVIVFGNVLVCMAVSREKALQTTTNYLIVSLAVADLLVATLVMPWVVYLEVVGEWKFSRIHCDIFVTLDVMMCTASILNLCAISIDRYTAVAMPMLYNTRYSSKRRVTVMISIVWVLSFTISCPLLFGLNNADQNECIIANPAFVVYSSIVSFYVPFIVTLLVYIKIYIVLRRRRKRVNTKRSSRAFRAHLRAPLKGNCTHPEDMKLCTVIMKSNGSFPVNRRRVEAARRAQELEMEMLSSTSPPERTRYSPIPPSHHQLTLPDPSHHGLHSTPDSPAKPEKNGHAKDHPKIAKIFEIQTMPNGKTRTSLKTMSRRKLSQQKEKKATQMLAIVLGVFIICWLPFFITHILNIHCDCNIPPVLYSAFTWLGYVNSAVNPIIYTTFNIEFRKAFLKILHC
#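 Measurement of antagonist activity uses fluorescent calcium dye in inducible HEK293 T-REx D2 cells: 10 s baseline, compound addition with 180 s read, EC80 dopamine addition with a further 180 s read.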
# mIDH1 inhibitor – qHTS for Inhibitors of mutant isocitrate dehydrogenase 1 (IDH1): qHTS. Potency, µM (titrated, usually from 76.6 µM), for inactives: at the highest dose activity change, negative = inhibition, hits mostly inhibitors. 0.093% of 390,000 active. IDH1-R132H enzyme, NADPH consumption, diaphorase/resazurin fluorescence. Isocitrate dehydrogenase [NADP] cytoplasmic (Homo sapiens), O75874; note: potency is the fitted concentration of half-maximal effect; % is set by controls: 0 for no effect and ±100 for the full control effect; nearly all actives have a fitted effect of over 65% in size
#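 IDH1-R132H (0.5 ug/mL) preincubated 30 min with compound, then NADPH (0.016 mM) and alpha-KG (2 mM) added; 80 min at RT, pH 7.5. Remaining NADPH coupled via diaphorase/resazurin to fluorescence (540/590 nm); concentration-response curves normalized to no-enzyme control.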
# D2 agonist – HTS Assay for Allosteric Agonists of the Human D2 Dopamine Receptor: Primary Screen for Agonists; activation, % at 2 µM; D(2) dopamine receptor (Homo sapiens), P14416; HEK293 T-REx D2 cells, calcium flux agonist mode; 0.53% of 340,000 active;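 active = activation over 3 SD above normal in the single-dose calcium agonist read, cut at about 30% in these data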; note: 0% is about no effect
#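 HEK293 Trex D2 cells, tetracycline-induced, o/n 30 C 5% CO2; no-wash Ca dye, RT 30–90 min; 10-cycle baseline, 23 nl cpd added, kinetic Ca read 180 s; agonist hits = positive Ca response.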
# TRHR PAM – qHTS for Small Molecule Agonists and Allosteric Enhancers of Human TRH Receptor: Primary Screen for Enhancers; TRHR cells, fluo-8 calcium fluorescence, EC20 TRH enhancement; AID 493056, 2011; 0.66% of 360,000 active; enhancement, % at 2 µM; Thyrotropin-releasing hormone receptor (Homo sapiens), P34981; in the data active = enhancement above about 30%; note: 0% is about no effect
# Target sequence (P34981 whole entry, looked up): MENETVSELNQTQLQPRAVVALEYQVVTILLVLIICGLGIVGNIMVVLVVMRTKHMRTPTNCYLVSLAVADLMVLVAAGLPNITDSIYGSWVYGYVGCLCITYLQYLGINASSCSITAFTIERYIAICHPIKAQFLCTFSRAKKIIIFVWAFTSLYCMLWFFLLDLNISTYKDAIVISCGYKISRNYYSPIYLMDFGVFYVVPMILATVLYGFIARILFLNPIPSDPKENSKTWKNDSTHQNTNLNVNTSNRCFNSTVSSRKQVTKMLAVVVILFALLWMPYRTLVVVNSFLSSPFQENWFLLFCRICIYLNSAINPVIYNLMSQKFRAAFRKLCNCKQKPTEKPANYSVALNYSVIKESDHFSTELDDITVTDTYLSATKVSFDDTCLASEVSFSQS
#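 TRHR-expressing cells loaded with fluo-8 calcium dye were read kinetically (ex 480/em 530) during compound addition, then stimulated with an EC20 of TRH (10 nM final). Enhancement of the Gq-mediated intracellular calcium response was scored.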
# TRHR ag – qHTS for Small Molecule Agonists and Allosteric Enhancers of Human TRH Receptor: Primary Screen for Agonists; TRHR cells, calcium flux fluo-8, FDSS agonist mode; 0.18% of 360,000 active; AID 493084, 2011; activation, % at 2 µM; in the data active = activation above about 30%; note: 0% is about no effect
#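 Steps: seed TRHR cells overnight; add fluo-8 no-wash Ca dye, RT 30 min–1.5 h; record 10 s baseline; pin-transfer compounds; monitor fluorescence 1 cycle/s for the agonist window. Calcium increases flag candidate agonists.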
# TrxR1 inh – qHTS Assay for Inhibitors of Mammalian Selenoprotein Thioredoxin Reductase 1 (TrxR1): qHTS. Thioredoxin reductase 1, cytoplasmic (Rattus norvegicus), O89049. recombinant rTrxR1, NADPH fluorescence consumption, selenite substrate. Potency, µM (series often up to 114 µM), for inactives: top-dose activity change, negative = inhibition, most hits filed as inhibitors. 1% of 390,000 active. AID 588453, 2011; note: potency is the fitted concentration of half-maximal effect; % is set by controls: 0 for no effect and ±100 for the full control effect; nearly all actives have a fitted effect of over 65% in size
#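 Rat TrxR1 (90 nM in the dispensed reagent) was pre-reduced with 400 uM NADPH for 5 min at room temperature, then incubated with compound for 15 min. After 400 uM selenite was added, NADPH fluorescence (Ex 340/Em 450 nm) was followed for 8 min.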
# Pin1 inh – qHTS Assay to Find Inhibitors of Pin1; Potency, µM (top dose mostly 115 µM), without a hit: at the highest dose activity, negative = inhibition, hits mostly inhibitors; Pin1 FP peptide displacement, HiFluor488, 10 min; 0.009% of 390,000 active; Peptidyl-prolyl cis-trans isomerase NIMA-interacting 1 (Homo sapiens), Q13526; active = well fitted inhibition curve with a large enough effect in the polarisation, with a control signal flat, not every such curve was filed as active; inconclusive = small, poorly fitted or top-dose-only effect, or effect the other way, or a change in a side signal; inactive = no such curve, though single readings can be large or run the other way; the % refers to the polarisation; note: potency is the fitted concentration of half-maximal effect; % is set by controls: 0 for no effect and ±100 for the full control effect
# Target sequence (Q13526 whole entry, looked up): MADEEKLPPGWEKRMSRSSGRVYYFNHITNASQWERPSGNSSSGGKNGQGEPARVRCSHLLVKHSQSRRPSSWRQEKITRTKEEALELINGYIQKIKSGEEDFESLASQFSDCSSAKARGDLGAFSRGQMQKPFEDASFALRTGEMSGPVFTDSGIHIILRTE
# TrxR1 substrate – qHTS Assay for Substrates of Mammalian Selenoprotein Thioredoxin Reductase 1 (TrxR1): qHTS | Thioredoxin reductase 1, cytoplasmic (Rattus norvegicus), O89049 | purified TrxR1 substrate turnover, NADPH consumption readout | Potency, µM (top dose mostly 114 µM), without a hit: top-dose activity change, negative = substrate turnover | 0.01% of 390,000 active | AID 588456, 2011; note: potency is the fitted concentration of half-maximal effect; % is set by controls: 0 for no effect and ±100 for the full control effect; nearly all actives have a fitted effect of over 50% in size
#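 Rat TrxR1, dispensed at 90 nM, was prereduced with 400 uM NADPH (final) for 5 min at ~22 deg C, then incubated with compound 15 min before 400 uM selenite. A first-read NADPH fluorescence drop versus no-compound background flagged substrates.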
# USP1 inh – Inhibitors of USP1/UAF1: Primary Screen | recombinant USP1/UAF1, Ub-Rhodamine cleavage fluorescence | Potency, µM (top dose mostly 57.1 µM), for the others: at the highest dose activity change, negative = inhibition, hits mostly inhibitors | 0.23% of 390,000 active | AID 743255, 2014; note: potency is the fitted concentration of half-maximal effect; % is set by controls: 0 for no effect and ±100 for the full control effect; nearly all actives have a fitted effect of over 60% in size; inactives centre near -12
#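 USP1/UAF1 complex at 1 nM was preincubated with compound for 15 min at room temperature, then Ub-Rho substrate (150nM final) was added. Fluorescence (480/540 nm) was read kinetically, 6 reads every 60 seconds.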
# * = called active by the depositor; ? = inconclusive; nt = no result given; & = joins results of further samples; [ ] = dose if it differs, or a comment. Unless noted, calls come from the whole dose curve; as a rule, active = well fitted inhibition curve with a large enough effect; inconclusive = small, poorly fitted or top-dose-only effect; inactive = no such curve, though single readings can be large or run the other way.
SMILES,D2 antag,mIDH1 inhibitor,D2 agonist,TRHR PAM,TRHR ag,TrxR1 inh,Pin1 inh,TrxR1 substrate,USP1 inh
CCCCc1ncc(CN2CCC(n3nccc3NC(=O)c3ccccc3Cl)CC2)[nH]1,nt,7%,nt,-14,1.1,-7%,-3%,-8%,5%
N#CC1(NC(=O)COC(=O)c2cc([N+](=O)[O-])ccc2N2CCCC2)CCCCC1,-4,-18%,-0.4,2,0.1,8%,-7%,-6%,-4%
COc1ccc(CCN2CC(C(=O)N3CCC(OC)CC3)CCC2=O)cc1 (centres undefined),0,1%,1.0,4,0.4,-7%,-4%,-3%,-15%
CCN(C(=O)c1cc2c(=O)[nH]c3ccc(C)cc3c2s1)c1ccc(F)cc1,-9,-6%,0.5,0,-0.2,23%[57.1 µM],-9%,1%[57.1 µM],-11%
CCNS(=O)(=O)c1ccc(CCC(=O)N2CCN(c3ccccc3F)CC2)cc1,-4,11%,-0.4,0,0.1,14%,-4%,6%[57.1 µM],-14%
COc1ccc(CN2CCNC(=O)C2CC(=O)NCCc2cnccn2)cc1C (centres undefined),26,5%,1.0,0,0.5,?,?,-3%,-17%
CC(=O)c1cccc(NC(=O)c2cc(C)nn2-c2ccccc2)c1,-8,-3%,2.3,0,0.0,5%[57.1 µM],6%,4%[57.1 µM],-19%
CSc1ccccc1NC(=O)CSc1n[nH]c(N)n1,21,-6%,1.5,1,0.5,23%[57.1 µM],0%,-3%[57.1 µM],-17%
O=C(Nc1ccc2c(c1)OCO2)N1CCN(c2ccccc2)CC1,nt,-1%,nt,2,0.0,4%,-3%,-6%,-7%
Cc1ccc(Cl)cc1N1CCN(C(=O)c2cc(S(=O)(=O)N3CCCCC3)cn2C)CC1,nt,-11%,1.2,-3,-0.3,19%[57.1 µM],0%,1%[57.1 µM],-24%
COc1ccc(CNC(=O)/C=C/c2ccco2)cc1OC,3,0%,-0.7,-1,0.1,?,9%,3%,-12%
O=C(COC(=O)CNS(=O)(=O)c1c(Cl)cccc1Cl)Nc1cccnc1Cl,11,-1%,0.9,1,0.4,-2%,-4%,-3%,-15%
Cc1ccc(C(=O)c2sc3c(c2N)c(=O)[nH]c(=O)n3CCc2ccccc2)cc1,2,8%,0.4,2,0.7,1%,?,9%,-17%
CC1=NN(C(=O)c2csc(C)c2C)C(O)(C(F)(F)F)C1 (centres undefined),23,-6%,-0.1,3,0.7,17%,4%,7%,-14%
O=C(/C=C/c1ccccc1)C1=C(O)C(=O)N(CCO)C1c1cccc([N+](=O)[O-])c1 (centres undefined),-12,-2%,0.0,0,-0.2,5%[57.1 µM],10%,-11%[57.1 µM],-8%
CCOc1ccc(C(=O)Nc2ccccc2NC(C)=O)cc1OCC,103*,0%,-1.8,-5,1.3,8%,0%,0%,-18%
CCN(CC(=O)Nc1c(F)cccc1F)C(=O)CCc1c[nH]c2ccccc12,1,-5%,-0.5,-4,-0.1,-5%,0%,-4%,-20%
O=C1C2C(c3cccc(/C=C/c4ccccc4)c3)CC=CC2C(c2ccc(C(F)(F)F)cc2)N1Cc1ccccc1 (centres undefined),9,4%,-0.7,0,0.4,1%&2%,13%&18%,9%&18%,-23%
Cc1ccc(C)c2[nH]c(=O)c(CCNC(=O)CCc3ccccc3)cc12,-2,-1%,-0.7,2,-1.0,18%,5%,4%,?
COc1ccc(N2CCN(C(=O)C3CC(O)CN3S(=O)(=O)c3ccc([N+](=O)[O-])cc3)CC2)cc1 (centres undefined),-4,3%,-0.1,2,-0.1,1%,2%,-3%,2%
CN1CCN(CCCNC(=O)c2cc3c(=O)oc4ccccc4c3s2)CC1,22,3%,0.5,0,0.4,13%[57.1 µM],-1%,13%[57.1 µM],-18%
Cn1c(=O)c2c([nH]c(=S)n2CCCc2ccccc2)n(C)c1=O,10,-7%,0.2,-6,-0.5,-11%,-2%,-4%,4%
Cn1c(-c2ccccc2)c[n+]2c1-c1ccccc1C2,5,-3%,-0.3,2,-0.1,17%,0%,33%[activator],-20%
C=C1N(c2ccc(Cl)cc2)C(=O)OC1(C)C,0,-10%,0.3,8,0.5,5%,1%,-2%,-16%
COC(=O)c1cc2c(s1)-c1ccc(OC)cc1CC2,3,0%,0.7,4,1.0,?,-4%,421%[activator],-15%
CNC(=S)Nc1cc(C)ccc1OC(F)F,-6,1%,-0.3,2,0.3,-15%,-9%,-6%,-11%
CCOC(=O)C1CCN(C(=O)Cn2nc(C)n3c(cc4cc(C)ccc43)c2=O)CC1,2,-5%&0%,0.8&-0.6,3&4,-0.2&0.2,-5%&17%,2%&4%,8%&14%,-8%&-28%
O=C(CCc1nc2ccccc2c(=O)[nH]1)NCCN1C(=O)S/C(=C\c2ccc(Cl)cc2Cl)C1=O,nt,?,nt,14,-0.4,-17%,?,-13%,-7%
Cn1c(SCC(=O)Nc2ccccc2[N+](=O)[O-])nnc1C(F)(F)F,-5,5%,0.2,-5,0.0,16%,0%,7%[57.1 µM],-12%
Cc1cccc(C)c1NC(=O)CCC(=O)N1Cc2ccccc2Oc2ncccc21,nt,-29%,nt,18,-1.6,20%,0%,0%,-5%
Cc1ccc(C(C(=O)NCC2CCCO2)N(C(=O)c2snc(C(N)=O)c2N)c2ccccc2F)o1 (centres undefined),17,6%,1.0,-1,0.2,38%,-1%,106%,-2%
Cc1cc2cc(C(c3nnnn3C3CCCC3)N(Cc3cccnc3)Cc3ccco3)c(=O)[nH]c2cc1C (centres undefined),-1,2%,0.1,-8,0.0,?,29%,21%[57.1 µM],-16%
COc1cccc(OCc2cc(C(=O)N(C)C3CCOCC3)no2)c1,-4,-1%,0.0,2,0.6,-10%,-4%,-8%,-4%
O=C(Nc1ncc(Cc2cccc(Cl)c2)s1)c1ccc([N+](=O)[O-])cc1,9,3%,-0.3,27,0.3,-4%,-7%,-3%,-22%
O=C(CSc1nc2c(cnn2-c2cccc(Cl)c2)c(=O)[nH]1)NCC1CCCO1 (centres undefined),39*,-2%,-0.3,0,0.2,5%,2%,-4%,-25%
COC(=O)C(NC(C)=O)(Nc1cccc(C)n1)C(F)(F)F (centres undefined),3,-2%,1.1,-3,0.8,0%,0%,-1%,-12%
O=C(/C=C/c1ccc(Br)cc1)NCCCn1ccnc1,-7,0%,-0.2,-2,-0.3,8%,1%,-1%,-7%
CCN(CC(=O)Nc1ccccc1C(F)(F)F)C(=O)c1cc(S(=O)(=O)N(C)C)ccc1N1CCCC1,16,4%,0.0,-5,-0.1,8%,-4%,3%,-8%
COc1ccc(CN(C)C(=O)Cc2ccc(OC)c(S(=O)(=O)N3CCOCC3)c2)cc1,-1,2%,0.6,-1,0.4,18%[57.1 µM],-1%,10%[57.1 µM],-16%
c1ccc(-c2nc(-c3ccco3)n3ccccc23)cc1,-17,4%,-1.7,-3,1.6,-34%,?,19%,-31%
O=C(CSCc1c(Cl)cccc1Cl)NCc1ccco1,0,7%,0.2,-4,-0.4,-13%,5%,-6%,-19%
CC(=O)NC(C(=O)N1CCC(c2nc3ccccc3s2)CC1)C(C)C (centres undefined),-14,-8%,0.6,4,0.3,17%,-3%,-4%,-15%
Cc1cccnc1NC(=O)c1ccc(Br)o1,-7,2%,0.2,-6,-0.1,-8%,-14%,-3%,-11%
CCCn1c(NC(=O)C2CCN(C(=O)c3ccccc3C)CC2)nc2ccccc21,12,-1%,-0.4,-4,-0.3,10%,0%,-1%,-1%
COc1ccc2c(c1)c1c(c(=O)n(-c3ccc(OC)c(OC)c3)c(=O)n1Cc1ccccc1C)n2C,nt,-9%,-0.6,3,-1.3,43%[activator],0%,12%,-6%
Cc1cccc(N2CCN(C(=O)c3oc4ccc(Br)cc4c3C)CC2)c1C,nt,3%,nt,nt,nt,12%,41%[activator],3%,-28%
COc1ccc(C(=O)Nc2c(N)nc(SCC(=O)N3CCC(C)CC3)[nH]c2=O)cc1,3,3%,-0.3,14,0.2,-9%,-13%,-6%,-12%
CSc1ncccc1C(=O)N(C)CC(=O)Nc1cccc(F)c1,-15,-17%,-0.3,-2,-0.4,-16%,-5%,-5%,-11%
COc1cccc(C2C3=C(CCCC3=O)NC3=C2C(=O)c2ccccc23)c1 (centres undefined),1,nt,2.0,4,0.5,nt,nt,nt,nt

# Limited to Pin1 inh, TrxR1 substrate and USP1 inh (3 entries from above):
SMILES,Pin1 inh,TrxR1 substrate,USP1 inh
CC(=O)NC(C(=O)N1CCC(c2nc3ccccc3s2)CC1)C(C)C (centres undefined),-3%,-4%,-15%
COc1ccc2c(c1)c1c(c(=O)n(-c3ccc(OC)c(OC)c3)c(=O)n1Cc1ccccc1C)n2C,0%,12%,-6%
CCCn1c(NC(=O)C2CCN(C(=O)c3ccccc3C)CC2)nc2ccccc21,0%,-1%,-1%

# This is a subset (hit frequency here may not be typical).
